Screening data (PubChem)
BLM helicase inh: qHTS Assay for Inhibitors of Bloom's syndrome helicase (BLM) | Potency, µM (doses to about 56.1 µM), for inactives: at the top dose activity change, negative = inhibition, actives largely listed as inhibitors | RecQ-like DNA helicase BLM (Homo sapiens), P54132 | recombinant BLM DNA unwinding, fluorescence dequenching | hit rate 0.2% among 350,000;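 note: plate controls were vehicle for no effect and no enzyme for full effect; nearly all actives have a fitted effect of over 35% in size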
Target sequence (P54132 whole entry, looked up): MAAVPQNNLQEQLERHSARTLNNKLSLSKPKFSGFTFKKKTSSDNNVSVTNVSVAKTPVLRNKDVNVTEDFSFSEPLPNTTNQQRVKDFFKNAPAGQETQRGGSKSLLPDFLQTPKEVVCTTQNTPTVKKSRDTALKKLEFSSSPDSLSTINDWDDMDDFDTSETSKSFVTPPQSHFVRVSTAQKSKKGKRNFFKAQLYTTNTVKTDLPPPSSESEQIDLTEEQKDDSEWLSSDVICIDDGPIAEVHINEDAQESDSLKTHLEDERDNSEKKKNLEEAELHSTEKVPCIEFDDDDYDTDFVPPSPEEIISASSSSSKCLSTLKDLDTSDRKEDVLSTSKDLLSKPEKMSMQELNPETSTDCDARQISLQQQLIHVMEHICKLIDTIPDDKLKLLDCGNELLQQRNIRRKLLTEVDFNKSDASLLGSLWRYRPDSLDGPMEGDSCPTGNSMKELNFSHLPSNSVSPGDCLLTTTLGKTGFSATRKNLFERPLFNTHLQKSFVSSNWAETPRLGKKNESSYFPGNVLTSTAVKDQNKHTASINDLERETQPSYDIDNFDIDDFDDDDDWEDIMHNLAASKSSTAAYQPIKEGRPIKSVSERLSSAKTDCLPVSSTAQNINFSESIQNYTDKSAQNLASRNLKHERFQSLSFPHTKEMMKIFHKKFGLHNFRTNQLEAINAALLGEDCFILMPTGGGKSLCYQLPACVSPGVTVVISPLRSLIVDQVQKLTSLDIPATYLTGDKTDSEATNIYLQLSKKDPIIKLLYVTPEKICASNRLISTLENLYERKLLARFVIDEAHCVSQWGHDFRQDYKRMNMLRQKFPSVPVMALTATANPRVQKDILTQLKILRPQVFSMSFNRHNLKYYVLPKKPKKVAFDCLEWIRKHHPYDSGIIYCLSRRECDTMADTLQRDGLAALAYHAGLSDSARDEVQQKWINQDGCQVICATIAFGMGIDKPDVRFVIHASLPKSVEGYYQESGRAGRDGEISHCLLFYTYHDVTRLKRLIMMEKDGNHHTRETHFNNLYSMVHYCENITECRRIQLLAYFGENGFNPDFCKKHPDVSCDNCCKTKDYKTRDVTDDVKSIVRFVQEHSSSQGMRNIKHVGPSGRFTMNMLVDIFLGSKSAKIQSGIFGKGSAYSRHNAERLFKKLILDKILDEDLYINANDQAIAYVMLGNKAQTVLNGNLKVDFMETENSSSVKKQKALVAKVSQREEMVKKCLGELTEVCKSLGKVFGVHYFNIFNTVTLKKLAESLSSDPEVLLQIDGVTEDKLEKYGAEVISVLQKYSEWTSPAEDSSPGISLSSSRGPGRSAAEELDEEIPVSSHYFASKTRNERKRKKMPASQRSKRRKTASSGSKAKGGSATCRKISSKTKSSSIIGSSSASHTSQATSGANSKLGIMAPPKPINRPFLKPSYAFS
BAZ2B block: qHTS Assay for Inhibitors of BAZ2B; Bromodomain adjacent to zinc finger domain protein 2B (Homo sapiens), Q9UIF8; AlphaScreen BAZ2B-H3K14Ac peptide displacement; Potency, µM (top dose mostly 114 µM), without a hit: at the top dose activity change, negative = inhibition, most hits filed as inhibitors; hit rate 4.4% among 360,000; AID 504333, 2011; note: nearly all actives have a fitted effect of over 60% in size
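BAZ2B 50 nM plus b-H3(5-23)K14Ac 50 nM, PBS pH 7.4/0.01% Tween-20, 30 min RT; compound added (max 110 uM), 30 min RT; streptavidin donor/Ni-chelate acceptor beads 10 ug/mL final, 20 min dark; AlphaScreen read.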
G9a block: qHTS Assay for Inhibitors of Histone Lysine Methyltransferase G9a. Histone-lysine N-methyltransferase EHMT2 (Homo sapiens), Q96KQ7. G9a H3K9 monomethylation, AlphaScreen, 2 h. Potency, µM (top dose mostly 102 µM), inactives show top-dose activity, negative = inhibition, most hits filed as inhibitors. hit rate 8.8% among 350,000; note: nearly all actives have a fitted effect of over 75% in size
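Step 1: enzyme (final 20 nM) with compound, 15 min RT. Step 2: substrate peptide 500 nM and SAM 20 uM, 2 h RT. Step 3: anti-H3K9me1 antibody and AlphaScreen beads, 10 min, then plate read.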
Active calls of the source: *; ? = inconclusive; . = no result given; & = joins results of further samples; ! = not confirmed by another sample; [ ] = remark or other dose. Calls come from the whole dose curve; as a rule, active = well fitted curve in the direction sought with a large enough effect; inconclusive = small, poorly fitted or top-dose-only effect, or another doubt; inactive = no such curve, though single readings can be large; an effect the other way counts as inactive or inconclusive. Unless noted, % is set by controls: 0 for no effect and ±100 for the full control effect; potency is the fitted concentration of half-maximal effect.

Compound | BLM helicase inh | BAZ2B block | G9a block
CC1=C(/C=C/C(C)=C\C=C\C(C)=C\C(=O)O)C(C)(C)CCC1 | 3%&2% | . | 22µM*!
Cn1cccc1C(=O)N1CCC2(CCN(C(=O)Nc3cccc(F)c3)CC2)CC1 | -1% | . | -30%[12.7 µM]
Clc1ccccc1-c1ccc2ncnc(NC3CCNCC3)c2c1 | 47%[activator] | . | 0%[0.501 µM]
CN1CCN(c2ncncc2-c2ccc(N(C)C)cc2)CC1 | -3% | . | 0%[0.501 µM]
COc1cc(/C=C(\C#N)C(=O)Nc2nnc(C(F)(F)F)s2)ccc1OCc1ccc(C(F)(F)F)cc1C(F)(F)F | -23% | . | 8.4µM*
Cc1noc(C)c1C(=O)N1CCC2(CCCN(C(=O)NC(C)C)C2)CC1 | 5% | . | -8%[12.7 µM]
O=C(c1csnn1)N1CCC2(CCCN(c3cccc(-c4ccccc4)c3)C2)CC1 | -5% | . | 12%[12.7 µM]
COc1ccc(Oc2ncc3nc(-c4cccs4)c(=O)n(Cc4cccc(OC)c4)c3n2)cc1 | -6% | . | 2%[12.7 µM]

7 of the compounds above, with two lines to a compound:
Each structure is followed by: BLM helicase inh, BAZ2B block, G9a block
- O=C(c1csnn1)N1CCC2(CCCN(c3cccc(-c4ccccc4)c3)C2)CC1
    -5%, ., 12%[12.7 µM]
- Clc1ccccc1-c1ccc2ncnc(NC3CCNCC3)c2c1
    47%[activator], ., 0%[0.501 µM]
- CN1CCN(c2ncncc2-c2ccc(N(C)C)cc2)CC1
    -3%, ., 0%[0.501 µM]
- COc1ccc(Oc2ncc3nc(-c4cccs4)c(=O)n(Cc4cccc(OC)c4)c3n2)cc1
    -6%, ., 2%[12.7 µM]
- Cn1cccc1C(=O)N1CCC2(CCN(C(=O)Nc3cccc(F)c3)CC2)CC1
    -1%, ., -30%[12.7 µM]
- COc1cc(/C=C(\C#N)C(=O)Nc2nnc(C(F)(F)F)s2)ccc1OCc1ccc(C(F)(F)F)cc1C(F)(F)F
    -23%, ., 8.4µM*
- CC1=C(/C=C/C(C)=C\C=C\C(C)=C\C(=O)O)C(C)(C)CCC1
    3%&2%, ., 22µM*!

Continued:
Compound | BLM helicase inh | BAZ2B block | G9a block
Cc1noc(C)c1C(=O)N1CCC[C@@]2(CCN(c3cccc(-c4ccccc4)c3)C2)C1 | -6% | . | -6%[12.7 µM]
Cn1c(=O)c(-c2cc(F)cc(F)c2)nc2cnc(Oc3ccccc3)nc21 | -4% | . | ?
COc1ccc(Oc2ncc3nc(-c4cccc(C#N)c4)c(=O)n(C)c3n2)cc1 | 1% | . | 5%[0.501 µM]
Cn1cccc1C(=O)N1CCC2(CC1)CN(Cc1cc(C(F)(F)F)cc(C(F)(F)F)c1)C2 | -6% | . | -33%[12.7 µM]
Cc1ccccc1C1CC(=O)Oc2ccc(O)cc21 (configuration not stated) | 3%[120 µM] | . | 10µM*
CC[C@@]1(O)C(=O)OCc2c1cc1n(c2=O)Cc2cc3cc(O)ccc3nc2-1 | -5%&-15% | . | -32%[2.33 µM]
COc1ccc(C(C)=O)c(O)c1 | -10% | . | -26%[2.33 µM]
O=C(/C=C/c1ccccc1)OC1CC(O)C2(O)C=CO[C@@H](OC3OC(CO)C(O)C(O)C3O)C12 (some centres not stated) | 6% | . | -15%[2.33 µM]
CC(=O)NCCNc1ncnc2ccc(-c3ccccc3C)cc12 | -9% | . | 2%[0.501 µM]
COc1ccc(-c2nc3cnc(OC)nc3n(CCC#N)c2=O)cc1 | 6% | . | 17%[0.501 µM]
CCNc1ncc2nc(-c3cc(F)cc(F)c3)c(=O)n(Cc3ccc(F)cc3)c2n1 | -5% | . | 4%[0.501 µM]
Cc1noc(C)c1-c1cc(NCc2cccs2)ncn1 | 0% | . | 5%[0.501 µM]
c1cncc(CNc2ncncc2-c2ccoc2)c1 | -18% | . | -14%[0.501 µM]
Cc1noc(C)c1C(=O)N1CCC2(CCN(Cc3cc(C(F)(F)F)cc(C(F)(F)F)c3)CC2)CC1 | -7% | . | 30%[12.7 µM]
O=C(c1ccncc1)N1CCC2(CCN(Cc3ccccc3)CC2)CC1 | 2% | . | -1%[12.7 µM]
CCNc1ncc2nc(-c3ccc(F)cc3)c(=O)n(-c3ccc(OC)cc3)c2n1 | 0% | . | 0%[0.501 µM]

Rewritten with values under each structure: part of the list above.
Below each compound – BLM helicase inh, BAZ2B block, G9a block
c1cncc(CNc2ncncc2-c2ccoc2)c1
 : -18%, ., -14%[0.501 µM]
Cc1noc(C)c1C(=O)N1CCC2(CCN(Cc3cc(C(F)(F)F)cc(C(F)(F)F)c3)CC2)CC1
 : -7%, ., 30%[12.7 µM]

The results go on.
Compound | BLM helicase inh | BAZ2B block | G9a block
Cc1cc(C)nc(/N=C2\NC(=O)CC(C(=O)O)N2c2cccc(Cl)c2)n1 (configuration not stated) | -7% | . | 14%
COc1ncc2nc(-c3cc(F)cc(F)c3)c(=O)n(C3CC3)c2n1 | -2% | . | -3%[12.7 µM]
COc1ccc(NC(=O)N2CC3(CCN(C(=O)c4cnccn4)CC3)C2)cc1 | 5% | . | 0%[12.7 µM]
O=C(c1cc(C(F)(F)F)cc(C(F)(F)F)c1)N1CCC2(CCCN(c3ccccc3)C2)CC1 | -8% | . | 4%[12.7 µM]
CC(=O)N1CCC2(CC1)CN(c1cccc(-c3ccccc3)c1)C2 | -2% | . | 13%[12.7 µM]
CCCCCCCCCCCCOCCOCCOCCOCCO | -17%&-18% | . | 19%[59 µM]
COc1ccc(-n2c(=O)c(-c3ccccc3)nc3cnc(N4CCNCC4)nc32)cc1 | -7% | . | 7%[0.501 µM]
CN(C)c1ncc2nc(-c3ccc(Cl)cc3)c(=O)n(C)c2n1 | 2% | . | 9%[0.501 µM]
Cc1cccc(C2=NN(c3ccccc3)[C@H](CO)[C@H]2C)c1 | -13%[75.6 µM] | . | -36%
CC(C)(CS)C(=O)N1CCC[C@H]1C(=O)O | 6%[21.4 µM] | . | 4.5µM*
COc1cc(OC)c2c(c1)OC(=O)CC2c1ccccc1OC (configuration not stated) | -4%[75.6 µM] | . | 6%
COc1ccc(-c2nc3cnc(N4CCN(C)CC4)nc3n(-c3ccc(OC)cc3)c2=O)cc1 | -9% | . | 3%[0.501 µM]
COc1ccccc1-c1nc(NC2CC2)c2ccccc2n1 | 51%[activator] | . | 5%[0.501 µM]
COc1ccc(-c2nc3cnc(N4CCN(C)CC4)nc3n(CCC#N)c2=O)cc1 | 6% | . | 2%[12.7 µM]
N#Cc1ccc(CN2CC[C@@]3(CCCN(C(=O)c4cnccn4)C3)C2)cc1 | -1% | . | 5%[12.7 µM]
CC(=O)N1CCC2(CCCN(Cc3cc(C(F)(F)F)cc(C(F)(F)F)c3)C2)CC1 | 1% | . | -14%[12.7 µM]

Quoted at random: five entries already listed
Compound | BLM helicase inh | BAZ2B block | G9a block
COc1ccc(-c2nc3cnc(N4CCN(C)CC4)nc3n(CCC#N)c2=O)cc1 | 6% | . | 2%[12.7 µM]
COc1ccc(-c2nc3cnc(N4CCN(C)CC4)nc3n(-c3ccc(OC)cc3)c2=O)cc1 | -9% | . | 3%[0.501 µM]
Cc1cccc(C2=NN(c3ccccc3)[C@H](CO)[C@H]2C)c1 | -13%[75.6 µM] | . | -36%
CC(C)(CS)C(=O)N1CCC[C@H]1C(=O)O | 6%[21.4 µM] | . | 4.5µM*
N#Cc1ccc(CN2CC[C@@]3(CCCN(C(=O)c4cnccn4)C3)C2)cc1 | -1% | . | 5%[12.7 µM]

Following part.
COc1ccc(/C=N\NC(=O)c2cccc([N+](=O)[O-])c2)cc1Cn1cc([N+](=O)[O-])cn1
  BLM helicase inh: -7%
  BAZ2B block: -11%
  G9a block: .

O=C(Nc1nnc(SCc2c(Cl)cccc2Cl)s1)c1ccc2ncsc2c1
  BLM helicase inh: -13%
  BAZ2B block: -2%
  G9a block: .

Cc1[nH]nc(N)c1N=Nc1ccc(Br)cc1
  BLM helicase inh: -3%
  BAZ2B block: 40µM*
  G9a block: .

O=C(OCn1ncc(Cl)c(Cl)c1=O)c1ccc(F)cc1
  BLM helicase inh: -6%
  BAZ2B block: -5%
  G9a block: .

COc1ccc(/C=C2\SC(=S)N(NC(=O)c3ccncc3)C2=O)cc1OC
  BLM helicase inh: -1%
  BAZ2B block: ?
  G9a block: .

CCOc1cc2nc(-c3ccc(OC)c(OC)c3)nc(N3CC(C)OC(C)C3)c2cc1OC (configuration not stated)
  BLM helicase inh: 0%
  BAZ2B block: -3%
  G9a block: .

CC(=O)Nc1ccc(OS(=O)(=O)c2ccc(C(C)(C)C)cc2)cc1
  BLM helicase inh: -5%
  BAZ2B block: -6%
  G9a block: .

COc1cc2ccccc2cc1C(=O)NNC(=O)c1ccccc1O
  BLM helicase inh: -10%
  BAZ2B block: -7%
  G9a block: .

COc1cc2c(cc1OC)C1O[C@](CCCCN3C(=O)c4ccccc4C3=O)(C2)Oc2c1c(=O)oc1ccccc21
  BLM helicase inh: -9%[12.4 µM]
  BAZ2B block: 8%[22.9 µM]
  G9a block: .

O=C1CSC(=S)N1/N=C/c1ccc(Cl)c([N+](=O)[O-])c1
  BLM helicase inh: ?
  BAZ2B block: 35µM*
  G9a block: .

Cc1cc(NC(=O)CN2CCCCC2C)nc2c1c(=O)oc1ccccc12 (configuration not stated)
  BLM helicase inh: -4%
  BAZ2B block: -15%
  G9a block: .

O=C1CCCC2=C1C1O[C@](CCCCN3C(=O)c4ccccc4C3=O)(Cc3c1ccc1ccccc31)O2
  BLM helicase inh: -1%[12.4 µM]
  BAZ2B block: -32%[22.9 µM]
  G9a block: .

COc1cc2c(cc1OC)[C@@H]1O[C@](CCCCN3C(=O)c4ccccc4C3=O)(C2)Oc2cc(C)n(-c3ccccc3)c(=O)c21
  BLM helicase inh: -5%[12.4 µM]
  BAZ2B block: 9%[22.9 µM]
  G9a block: .

CC1CCC2C(C1)OS(=O)(=O)NC2(C)C (configuration not stated)
  BLM helicase inh: 1%
  BAZ2B block: 7%
  G9a block: .

Cc1cc(Oc2ccc(=O)n(C)n2)nc(=S)[nH]1
  BLM helicase inh: -2%
  BAZ2B block: ?
  G9a block: .

N#Cc1cc([N+](=O)[O-])ccc1NC(=O)COC(=O)CCC1CCCCC1
  BLM helicase inh: -18%
  BAZ2B block: -30%
  G9a block: .

CC(C)(C)N1CCC1C(N)=O (configuration not stated)
  BLM helicase inh: 2%
  BAZ2B block: -3%
  G9a block: .

COc1ccc(C(=O)/C=C/c2ccc(-c3ccccc3)cc2)cc1CSCC(=O)O
  BLM helicase inh: -6%
  BAZ2B block: -9%
  G9a block: .

Cc1cc2c(c(=O)n1Cc1ccccc1)C1O[C@](c3ccsc3)(Cc3ccccc31)O2
  BLM helicase inh: -24%[12.4 µM]
  BAZ2B block: 10%[22.9 µM]
  G9a block: .

O=P(O)(CN1CCCCCC1)C1Cc2ccccc2C1
  BLM helicase inh: 0%
  BAZ2B block: 23%
  G9a block: .

This is a subset, so the mix of outcomes need not match the whole.
